Bioassay records (PubChem)
LYPLA1 counter: counter-screen for PME1 inhibitors: inhibitors of human LYPLA1. recombinant LYPLA1, FP-Rh probe fluorescence polarization. inhibition, % at 5.9 µM. 320,000 compounds, 0.16% hits. AID 2174;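 active = inhibition above the mean of all tested compounds plus 3 SD, set per campaign, cut at about 14% in these data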;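 note: inhibitors block serine hydrolase probe labeling of LYPLA1 so polarization falls; 0% = enzyme with DMSO and 100% = wells lacking LYPLA1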
Target sequence (O75608 whole entry, looked up): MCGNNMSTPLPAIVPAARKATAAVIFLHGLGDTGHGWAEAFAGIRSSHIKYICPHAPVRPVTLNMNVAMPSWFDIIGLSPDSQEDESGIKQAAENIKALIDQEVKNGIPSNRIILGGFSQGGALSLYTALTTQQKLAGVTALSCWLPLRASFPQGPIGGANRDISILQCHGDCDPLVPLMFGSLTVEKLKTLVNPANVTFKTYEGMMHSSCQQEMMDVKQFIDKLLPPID
PAD4 FP inh: inhibitors of human PAD4; 330,000 compounds, 0.41% hits; AID 485272; inhibition, % at 6.36 µM; recombinant PAD4, RCA probe fluorescence polarization; Q9UM07;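 active = percent inhibition above a cutoff equal to the mean of all tested compounds plus 3 SD, cut at about 15% in these data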;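 note: 0% = PAD4 with RCA probe and DMSO and 100% = probe without PAD4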
pPAFAH FP inh: pPAFAH (human) enzyme inhibition | Q13093 | recombinant pPAFAH, FP-rhodamine probe fluorescence polarization | inhibition, % at 3.39 µM | 330,000 compounds, 1.5% hits;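 active = inhibition above the mean inhibition across the screen plus 3 SD, cut at about 25% in these data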;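 note: inhibitors block binding of the rhodamine activity-based probe so polarization drops; 0% = enzyme with DMSO and 100% = wells lacking pPAFAH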
PREPL inh: inhibitors of human prolyl oligopeptidase-like enzyme PREPL | AID 2751 | recombinant PREPL, fluorescence polarization activity-based probe | inhibition, % at 5.96 µM | Q4J6C6 | 320,000 compounds, 0.68% hits; in the data active = inhibition above about 43%;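 note: 0% = enzyme with DMSO and 100% = wells lacking enzyme; many of its hits are not listed in these tables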
PAFAH1B3 FP inh: inhibitors of human PAFAH1B3 | recombinant PAFAH1B3, FP-rhodamine probe, fluorescence polarization | inhibition, % at 3.39 µM | 340,000 compounds, 0.28% hits;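 active = inhibition above the screen-wide average of all tested compounds plus 3 SD, cut at about 25% in these data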;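 note: 0% = enzyme with DMSO only and 100% = wells lacking PAFAH1B3 protein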
Target sequence (Q15102 whole entry, looked up): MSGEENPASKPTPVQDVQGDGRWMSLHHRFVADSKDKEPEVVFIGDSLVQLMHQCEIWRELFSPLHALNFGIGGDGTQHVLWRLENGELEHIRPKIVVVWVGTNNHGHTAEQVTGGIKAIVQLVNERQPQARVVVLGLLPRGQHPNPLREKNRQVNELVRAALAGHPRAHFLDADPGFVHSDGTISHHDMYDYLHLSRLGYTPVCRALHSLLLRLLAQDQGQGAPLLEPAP
PAFAH1B2 FP inh: inhibitors of human PAFAH1B2; P68402; recombinant PAFAH1B2, FP-rhodamine activity probe, fluorescence polarization; inhibition, % at 3.39 µM; 340,000 compounds, 1.2% hits; AID 492953;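 active = inhibition above the mean of all tested compounds plus 3 SD, cut at about 24% in these data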;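 note: 0% = enzyme with DMSO and 100% = wells lacking PAFAH1B2; many of its hits are not listed in these tables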
Target sequence (P68402 whole entry, looked up): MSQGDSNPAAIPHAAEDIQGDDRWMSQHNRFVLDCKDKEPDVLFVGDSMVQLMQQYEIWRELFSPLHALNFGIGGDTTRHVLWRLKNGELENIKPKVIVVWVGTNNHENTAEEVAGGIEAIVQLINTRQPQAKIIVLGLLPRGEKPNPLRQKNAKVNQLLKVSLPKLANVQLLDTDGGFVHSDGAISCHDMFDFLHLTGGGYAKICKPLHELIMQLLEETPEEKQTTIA
GSTO1 counter: blocks human GSTO1 in RBBP9 counter-screen. recombinant GSTO1, activity-based probe fluorescence polarization. 300,000 compounds, 1.1% hits. P78417. inhibition, % at 5.96 µM;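 active = inhibition above the campaign mean inhibition plus 3 SD, cut at about 35% in these data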;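 note: 0% = GSTO1-1 with DMSO and 100% = wells lacking GSTO1-1 enzyme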
LYPLA2 inh: LYPLA2 (human) inhibition in PME1 counter-screen; 320,000 compounds, 0.38% hits; inhibition, % at 5.9 µM; recombinant LYPLA2, FP-Rh probe fluorescence polarization;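 active = inhibition above the screen-wide mean plus 3 SD, limit set per campaign, cut at about 26% in these data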;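 note: 0% = LYPLA2 with DMSO and 100% = wells lacking LYPLA2 enzyme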
Target sequence (O95372 whole entry, looked up): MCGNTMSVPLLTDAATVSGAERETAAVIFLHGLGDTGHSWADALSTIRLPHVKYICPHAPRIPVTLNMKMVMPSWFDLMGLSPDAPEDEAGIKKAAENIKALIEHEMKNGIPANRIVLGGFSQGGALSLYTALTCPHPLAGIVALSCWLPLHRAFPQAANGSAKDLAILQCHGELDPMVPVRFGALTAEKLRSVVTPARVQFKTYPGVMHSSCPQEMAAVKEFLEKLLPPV
PME-1 primary: PME-1 (human) inhibition; Q9Y570; recombinant PME-1, FP-Rh probe fluorescence polarization; inhibition, % at 5.9 µM; 320,000 compounds, 0.53% hits; AID 2130;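 active = inhibition above the campaign mean of all compounds plus 3 SD, cut at about 26% in these data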;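 note: competitive labeling of PME-1 active site by serine hydrolase directed probe; 0% = PME-1 with DMSO and 100% = wells lacking PME-1 enzyme; inhibitors block probe labeling so polarization falls and inhibition rises; many of its hits are not listed in these tables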
The depositor's hits bear a star; nt = no result given. The list is partial, so the mix of outcomes need not match the whole.

SMILES	LYPLA1 counter	PAD4 FP inh	pPAFAH FP inh	PREPL inh	PAFAH1B3 FP inh	PAFAH1B2 FP inh	GSTO1 counter	LYPLA2 inh	PME-1 primary
COc1ccccc1Oc1c(C)oc2cc(OC(=O)N(C)C)ccc2c1=O	4.6	4.3	4.1	11.5	-1.2	2.1	-0.6	-0.2	5.9
COc1ccc(OCCOc2cccc(C=C3C(=O)NC(=O)NC3=O)c2)cc1	3.5	-0.9	4.5	3.5	nt	nt	13.6	9.5	2.5
CC/C(=N\N1CCN(C)CC1)c1c(O)[nH]c(=O)[nH]c1=O	0.3	-1.2	1.0	-6.4	5.7	3.0	-4.3	7.2	-0.7
CNC(=O)c1cccn(Cc2cc(C(F)(F)F)cc(C(F)(F)F)c2)c1=O	-1.6	-4.1	5.2	-6.9	8.2	1.5	3.3	-7.6	4.5
CN1CCN(Cc2ccc(OC(F)(F)F)cc2)CC1	4.8	-3.5	-5.0	-10.2	-2.3	-1.6	2.5	1.3	-3.7
COc1ccc(NP(=O)(Oc2cccc(C)c2)Oc2cccc(C)c2)cc1OC	-3.5	0.8	7.0	-4.9	8.2	2.6	-7.8	-0.8	7.4
C=CC1CN2CCC1CC2[C@@H](OC(=O)c1ccc(OC)cc1)c1ccnc2ccccc12 (some centres undefined)	4.4	-5.5	-0.3	-14.5	-4.7	2.0	-0.5	-1.1	0.0
COc1ccc(-c2nc3ccc(C(=O)N4CCC5(CC4)OCCO5)cc3nc2-c2ccc(OC)cc2)cc1	-6.5	-0.7	4.9	-6.4	0.8	-0.3	1.6	-10.1	-1.1
CN(C)CCn1cnc2ccccc21	1.3	-1.0	-1.5	-10.7	9.7	2.8	-0.8	-0.5	0.6
O=c1[nH]c(=O)n(-c2cccc3ccccc23)c(O)c1C=NCc1ccc2c(c1)OCO2	0.3	-2.7	-0.8	20.7	-1.6	4.3	-2.2	-3.1	-4.8
CC1CCC(C(C)C)C(OC(=O)COC(=O)c2ccccc2N)C1 (centres undefined)	-0.2	7.0	-2.6	0.2	1.8	5.8	-5.8	-1.8	2.0
CN1CC(C(=O)c2ccc(Cl)cc2)C(c2ccccc2)C1 (centres undefined)	-0.9	1.3	2.5	-1.3	9.0	8.0	6.8	-6.1	0.4
COC(=O)C1=C(c2ccc(C(C)=O)cc2)C[C@@H]2CC[C@H]1N2C(=O)N1CCCCC1	-0.3	-4.4	-1.2	12.2	3.2	0.6	nt	-1.1	4.6
COc1cc(CN2CCN(C(=O)Cc3ccccc3)CC2)cc(OC)c1OC	2.4	-3.9	-0.7	8.2	3.5	-0.7	1.4	8.8	-1.0
CC1C2Cn3c(nc4ccccc43)C1N(C)O2 (centres undefined)	-0.1	-1.2	-5.0	13.0	7.5	-1.2	1.3	-2.7	-5.2

Quoted at random: three compounds from above.
SMILES	LYPLA1 counter	PAD4 FP inh	pPAFAH FP inh	PREPL inh	PAFAH1B3 FP inh	PAFAH1B2 FP inh	GSTO1 counter	LYPLA2 inh	PME-1 primary
COc1ccc(OCCOc2cccc(C=C3C(=O)NC(=O)NC3=O)c2)cc1	3.5	-0.9	4.5	3.5	nt	nt	13.6	9.5	2.5
CC1CCC(C(C)C)C(OC(=O)COC(=O)c2ccccc2N)C1 (centres undefined)	-0.2	7.0	-2.6	0.2	1.8	5.8	-5.8	-1.8	2.0
COc1ccc(NP(=O)(Oc2cccc(C)c2)Oc2cccc(C)c2)cc1OC	-3.5	0.8	7.0	-4.9	8.2	2.6	-7.8	-0.8	7.4

(more compounds)
SMILES	LYPLA1 counter	PAD4 FP inh	pPAFAH FP inh	PREPL inh	PAFAH1B3 FP inh	PAFAH1B2 FP inh	GSTO1 counter	LYPLA2 inh	PME-1 primary
CCOc1cc(-c2nc3c(C)cccn3c2NCC2CCCO2)ccc1O (centres undefined)	-0.6	3.9	10.3	-13.9	1.5	3.5	2.6	0.6	-11.0
CC(=O)c1ccc(OC(NC(=O)Cc2ccccc2)C(Cl)(Cl)Cl)cc1 (centres undefined)	-0.5	1.3	0.7	8.2	-1.7	4.3	-3.3	1.6	-2.0
COc1ccc(NC(=O)CN(C)C(=O)CSC(c2ccccc2)c2ccccc2)cc1	-6.3	2.4	0.9	1.2	5.7	4.3	nt	-9.1	2.6
Cn1c(O)c(C=NCCCNC2CCCCC2)c(=O)n(C)c1=O	0.9	0.4	1.7	3.1	7.7	4.0	7.5	5.5	-3.8
CN(C)c1ccc(/C=C2\CC3C4CC=C5CC(O)CCC5(C)C4CCC3(C)C2=O)cc1 (centres undefined)	0.8	-3.5	3.9	-1.9	-0.1	2.0	-1.6	-4.9	-3.1
CC(C)CCn1c(N)c(C(=O)OCC2CCCO2)c2nc3ccccc3nc21 (centres undefined)	1.1	72.3*	4.0	16.9	11.1	-0.3	88.0*	5.2	5.7
CC(=NCc1ccc2c(c1)OCO2)c1c(O)n(C)c(=O)n(C)c1=O	5.5	4.8	4.5	30.7	8.5	3.2	0.4	13.8	8.3
CC(CO)(CO)N=Cc1c(O)n(-c2cccc3ccccc23)c(=O)[nH]c1=O	2.6	-3.3	-0.9	8.4	3.4	4.7	4.8	-4.5	-1.1
CCn1c(O)c(N=Nc2ccc(S(=O)(=O)N3CCOCC3)cc2)c(=O)n(CC)c1=S	-2.5	-4.3	4.5	7.3	4.2	10.5	-8.4	0.1	8.0
Cc1ccc2c(CN3CC=C(c4ccccc4)CC3)cc(=O)oc2c1C	-5.0	-3.2	-1.7	29.2	8.9	1.4	-3.8	-5.4	-7.5
CC(=O)CC(=O)C1C(=O)N(C)C(=O)N(C)C1=O	1.4	-1.8	0.4	1.0	1.3	0.2	5.6	3.6	2.9
CCOP(=O)(OCC)C(O)c1ccc(OC)cc1 (centres undefined)	0.1	-0.3	-1.8	0.5	nt	nt	-6.0	1.9	-0.6
CCC1(C(=O)c2ccc(C)cc2)C2c3ccccc3OC(=O)C21C(=O)O (centres undefined)	-1.9	-1.8	-8.7	-10.6	2.4	3.5	-2.8	-6.8	-6.3
COc1cccc(C(=O)N2CCC3(CC2)OCCO3)c1	-3.7	-2.2	-8.9	15.3	-3.2	3.8	15.0	-7.2	0.5
CCC(CO)(C(=O)OC1C[N+]2(C)CCC1CC2)c1ccccc1 (centres undefined)	-4.5	-5.0	6.5	5.7	0.5	4.1	2.5	-4.2	3.1
CC/C(=N\N1CCCCCC1)c1c(O)n(-c2ccccc2C)c(=O)[nH]c1=O	-2.0	1.2	4.6	1.1	9.9	1.7	-9.1	5.2	7.2
CCc1ccc(NC2=NCCCS2)cc1	3.1	-4.3	4.8	2.7	1.4	-3.8	0.2	0.0	-2.9
CCCNC(=O)N1[C@H]2CC[C@@H]1C(C(=O)OC)=C(c1ccc(F)cc1F)C2	1.6	3.8	2.9	10.8	1.5	-3.3	nt	5.0	1.5
CN1CCN(c2nccc3c2ncn3C)CC1	-0.4	-5.2	-1.6	-8.5	2.9	2.1	3.3	0.4	-11.1
CN1CCN(c2ccc(C=O)cc2)CC1	2.7	-2.5	-1.9	21.0	8.6	-2.6	-2.5	0.6	-0.2
Cc1cccc(OCC(=O)N2CCN(Cc3ccncc3)CC2)c1	-4.3	7.4	-1.8	-1.1	-3.1	0.8	-6.6	-8.3	0.0
CCOP(=O)(OCC)C(CC)N1CCOCC1 (centres undefined)	-0.6	0.6	-1.7	13.7	8.3	-2.0	3.0	2.0	3.2
CC(=O)OC1CC[C@]2(C#N)[C@H]3CC[C@]4(C)[C@H](C5C=CC(=O)O5)CCC4(O)C3CCC2(O)C1 (some centres undefined)	-1.8	2.4	0.9	-9.9	12.4	5.6	5.4	2.1	-6.4
O=C(O)C1C2CCC(O2)C1C(=O)NC1CCCCC1 (centres undefined)	1.1	-4.3	4.9	10.4	-0.1	3.5	5.3	2.1	-7.5
COc1ccc(-n2cnc3cc(C(=O)N4CCC5(CC4)OCCO5)ccc32)cc1	0.4	-3.9	1.5	10.7	1.6	0.5	3.7	0.0	0.4
O=C(c1cccn2c(=O)c3cc(Cl)ccc3nc12)N1CCC2(CC1)OCCO2	1.6	2.6	4.9	-4.5	4.8	-1.0	1.9	0.2	3.8
CC(Cc1ccccc1)NC(=O)Cc1ccc([N+](=O)[O-])cc1 (centres undefined)	-0.4	-5.9	-6.4	21.0	9.9	6.5	3.7	-1.7	-3.8
Nc1ccccc1C(=O)OCCc1ccccc1	-2.7	-3.6	3.4	6.2	9.2	8.2	nt	-2.1	-2.2
Clc1ccc(C(Cn2ccnc2)OCc2csc3c(Cl)cccc23)c(Cl)c1 (centres undefined)	-5.4	-5.0	0.9	30.0	4.5	-7.4	4.2	-8.2	-1.5
CN1C(=O)C(c2ccccc2)C(=O)N(C)C1=O	-0.1	1.8	-0.7	3.9	nt	nt	-1.2	-2.9	-11.1
Cn1ccnc1P(=S)(c1nccn1C)N1CCOCC1	0.3	6.2	5.1	6.9	6.1	-1.9	-1.9	2.5	0.6
CCOC(=O)C(NC(C)=O)C(OC(C)=O)c1cccc(N(CCCl)CCCl)c1 (centres undefined)	-2.2	-2.1	0.6	-4.5	10.5	5.9	9.5	-5.6	5.8
CC1CN=C(Nc2ccc(N(C)C)cc2)S1 (centres undefined)	1.5	-0.2	8.1	14.9	-1.8	-7.3	4.5	2.6	2.2
Cc1ccc(-n2c(O)c(C=NC3CCCCC3N)c(=O)[nH]c2=O)cc1C (centres undefined)	5.1	-4.9	0.7	26.4	3.6	1.7	4.2	-3.7	-0.7
Fc1ccc(NC2=NCCS2)cc1Cl	-1.3	0.6	6.7	13.2	0.1	2.1	4.1	-2.6	-4.7
CCOP(=O)(OCC)C(NC(=O)c1ccc(C)cc1)C(Cl)(Cl)Cl (centres undefined)	4.0	-2.0	-1.2	-6.8	3.3	0.9	3.7	0.4	-4.4
O=C1NC(=O)N(Cc2ccco2)C(=O)/C1=C\c1cccn1CCOc1ccccc1	0.2	-7.6	15.3	-9.2	13.6	5.3	18.6	-2.9	20.1
CC1(C)CC(n2[nH]c(=O)c3c2NC(=O)CSC3c2ccccc2)CCO1 (centres undefined)	1.7	-5.9	-2.8	2.1	0.4	0.5	14.5	1.5	-1.4
CC1[C@H]2Cc3ccc(O)cc3[C@]1(C)CCN2CCc1ccccc1 (some centres undefined)	nt	-3.8	5.0	3.2	-0.5	1.3	nt	nt	nt
CC1=CC(=C2C(=O)NC(=S)NC2=O)C=C(C(F)(F)F)N1CCc1ccccc1	0.8	-0.5	1.5	11.5	nt	nt	3.6	0.2	1.2
CCOC(=O)C(NC(=O)CC)(Nc1ccc(C(O)(C(=O)OCC)C(F)(F)F)cc1C)C(F)(F)F (centres undefined)	-3.8	-1.8	-0.8	2.9	-4.4	-3.5	6.8	-0.2	1.4
CCC(=O)OC1(c2cccc(C)c2)CC(C)N(C)CC1C (centres undefined)	5.8	4.3	2.7	-9.8	-0.8	0.3	1.9	-0.9	2.9
CCN1CCC(O)(c2ccccc2)C(C(=O)c2ccccc2)C1 (centres undefined)	6.3	-2.5	0.0	-0.1	10.5	-0.8	0.0	3.3	1.3
O=P1(Nc2ccc(F)cc2)COc2ccccc2OC1	-0.2	-6.4	8.7	2.0	4.6	-3.9	-3.0	5.1	-3.5
C[N+]12CCC(CC1)C(C(O)(c1ccccc1)c1cccs1)C2 (centres undefined)	-0.4	0.9	2.1	17.1	5.4	3.1	1.9	-0.7	-3.2
Cc1cc(C(=O)CN2CCCC2)c(C)n1-c1ccc(F)cc1	-3.3	-0.6	-0.1	10.5	3.3	6.2	-2.6	1.6	9.5
